tim23-1 inh – growth inhibitors of tim23-1 mutant yeast, primary screen, luminescence, uHTS | S. cerevisiae tim23-1 growth, BacTiter-Glo luminescence, 24 h | inhibition, % at 20 µM | hit rate 1.3% among 330,000 | AID 463212, 2010;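 active means growth inhibition of the mutant yeast at or above 50%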;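 further: temperature-sensitive mutant grown at 25 °C; plate controls were DMSO-treated mutant yeast for no effect and medium wells lacking yeast for full effect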
TIM10 inh – growth inhibitors of isogenic TIM10 control yeast, primary screen, counter-screen for tim10-1 yeast inhibitor project, luminescence, uHTS; S. cerevisiae TIM10 strain growth, BacTiter-Glo luminescence, 24 h; inhibition, % at 10 µM; hit rate 1.4% among 330,000; AID 463195, 2010;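 active means inhibition of 40% or more at the single tested concentration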;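 further: wild-type TIM10 isogenic control strain grown at permissive 25 °C; 0% = DMSO yeast wells and 100% = minimal medium wells without yeast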
UPR CHOP act – activators of apoptotic CHOP UPR arm, primary screen, cell-based, CHO-CHOP luciferase reporter, luminescence, uHTS | activation, % at 10 µM | UPR activation; percent of tunicamycin response over DMSO baseline | AID 449763, 2010 | hit rate 0.34% among 330,000;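 active means at 10 µM dose, activation of 40% or more, normalized to positive control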;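 further: 100% = tunicamycin at 10 µg/mL and 0% = DMSO alone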
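Assay system: CHO-CHOP cells, stable luciferase reporter of PERK-eIF2a-CHOP signalling / Buffer or medium: F12 plus 10% serum / Compound dosing: one dose, 10 µM in 0.5% DMSO / Times: 6 h compound treatment, 37 °C / Technique: luciferase luminescence / Read-out: % reporter activation, DMSO baseline versus tunicamycin full activation / Benchmarks: tunicamycin and DMSO controls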
697 NFkB inh – inhibitors of PMA/ionomycin-induced NF-kB reporter, 697 cells, primary screen, B-cell NF-kB inhibitor project, cell-based, luminescence, uHTS; inhibition, % at 4 µM; hit rate 0.33% among 330,000; 697 B-cell NF-kB luciferase reporter, 16 h; in the data active means inhibition above about 35%
XBP1 UPR activ – activators of adaptive XBP1 UPR arm, primary screen, cell-based, CHO-XBP1 luciferase reporter, luminescence, uHTS | activation, % at 20 µM | hit rate 0.33% among 330,000 | IRE1-XBP1 UPR activation; percent of tunicamycin response, DMSO as zero | AID 463104, 2010;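 active means versus positive control, 20 µM dose yields 30% or more activation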;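 further: 100% = tunicamycin at 10 µg/mL and 0% = DMSO only wells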
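incubation = overnight seeding at 37 °C, 6 h compound treatment at 37 °C | assay system = CHO-XBP1 cells stably carrying IRE1-XBP1-driven luciferase reporter | input = 1000 cells per well | detection = luciferase luminescence | dosing = single point, 20 µM final compound, 1% DMSO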
Mdm2 MdmX PPI – inhibitors of human Mdm2-MdmX association, primary screen, cell-based, luminescence, split luciferase, SaOS-2, uHTS; Protein Mdm4 (Homo sapiens) + E3 ubiquitin-protein ligase Mdm2 (Homo sapiens), …; SaOS-2 split-luciferase Mdm2/MdmX complementation; inhibition, % at 8 µM; hit rate 3% among 330,000; AID 485346, 2010;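 active means inhibition of at least 50% at 8 µM in the primary screen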
Target sequence (O15151 whole entry, looked up): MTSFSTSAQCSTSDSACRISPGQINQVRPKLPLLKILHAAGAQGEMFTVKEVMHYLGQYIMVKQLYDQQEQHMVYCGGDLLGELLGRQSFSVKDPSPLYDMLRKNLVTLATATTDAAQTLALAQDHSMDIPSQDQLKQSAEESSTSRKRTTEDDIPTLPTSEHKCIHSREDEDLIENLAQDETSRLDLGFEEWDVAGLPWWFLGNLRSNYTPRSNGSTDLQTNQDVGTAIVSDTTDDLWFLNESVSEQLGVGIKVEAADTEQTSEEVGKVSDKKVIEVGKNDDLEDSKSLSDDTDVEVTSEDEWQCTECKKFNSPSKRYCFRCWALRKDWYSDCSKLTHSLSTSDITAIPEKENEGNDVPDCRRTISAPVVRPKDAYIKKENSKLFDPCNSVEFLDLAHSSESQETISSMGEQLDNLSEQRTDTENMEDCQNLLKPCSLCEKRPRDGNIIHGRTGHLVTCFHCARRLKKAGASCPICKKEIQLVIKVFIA
Target sequence (Q00987 whole entry, looked up): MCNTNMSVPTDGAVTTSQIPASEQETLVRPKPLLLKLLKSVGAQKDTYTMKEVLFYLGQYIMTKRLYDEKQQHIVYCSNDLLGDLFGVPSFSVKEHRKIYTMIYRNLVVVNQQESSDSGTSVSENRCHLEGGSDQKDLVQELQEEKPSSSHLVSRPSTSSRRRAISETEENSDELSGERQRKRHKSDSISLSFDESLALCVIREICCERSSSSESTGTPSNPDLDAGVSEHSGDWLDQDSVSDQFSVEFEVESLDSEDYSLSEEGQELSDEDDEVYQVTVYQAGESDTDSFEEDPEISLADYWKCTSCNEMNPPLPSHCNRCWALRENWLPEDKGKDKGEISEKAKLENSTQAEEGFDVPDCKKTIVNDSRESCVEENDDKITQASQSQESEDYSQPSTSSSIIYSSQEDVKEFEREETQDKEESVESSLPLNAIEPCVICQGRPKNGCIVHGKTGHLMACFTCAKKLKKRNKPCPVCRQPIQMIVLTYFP
tim10-1 inh – growth inhibitors of tim10-1 mutant yeast, primary screen, luminescence, uHTS. AID 463190, 2010. S. cerevisiae tim10-1 ts strain growth, BacTiter-Glo, 24 h. hit rate 2.2% among 330,000. inhibition, % at 20 µM;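 active means inhibition of at least 40%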;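 further: mutant grown at 25 °C; 0% = DMSO wells with yeast and 100% = wells holding no yeast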
Jurkat NFkB inh – inhibitors of induced NF-kB luciferase reporter, primary screen, TCR NF-kB activation inhibitor project, cell-based, luminescence, uHTS | Jurkat, PMA/ionomycin-induced NF-kB luciferase reporter | inhibition, % at 4 µM | hit rate 0.53% among 330,000 | AID 435003, 2010; in the data active means inhibition above about 50%
Numbers without * were called inactive.

SMILES	tim23-1 inh	TIM10 inh	UPR CHOP act	697 NFkB inh	XBP1 UPR activ	Mdm2 MdmX PPI	tim10-1 inh	Jurkat NFkB inh
Cc1ccc(S(=O)(=O)N2CCCCC2)cc1NC(=O)CSc1nnc(N)s1	11.8	7.1	-0.8	-6.5	-1.6	-4.6	4.3	11.8
CC(NC(=O)c1cc(-c2cccnc2)nc2ccc(Br)cc12)C1CCCO1 (stereo unspecified)	20.4	11.5	-0.3	-4.9	-1.4	4.6	21.2	5.4
COc1ccc(Cl)cc1S(=O)(=O)N1CCCc2ccccc21	16.7	10.6	-0.5	0.2	-2.4	-25.6	16.4	6.0
COc1cccc(OC)c1NC(=O)C1CCCN1C(=O)Nc1ccccc1Cl (stereo unspecified)	-0.6	3.1	-0.4	-9.3	-0.3	-10.6	4.3	6.6
COc1cccc(C2C3=C(CC(C)(C)CC3=O)OC(N)=C2[N+](=O)[O-])c1 (stereo unspecified)	10.4	18.2	-1.2	7.8	2.9	0.9	10.8	0.1
Cc1cc(Cn2nc(C(=O)NCc3cccc(C(F)(F)F)c3)cc2-c2ccccc2)on1	-4.2	-7.8	-0.7	-1.4	-3.8	9.6	24.1	33.1
N#CCc1nn2c3c(cnc2c1C#N)C(=O)CCC3	20.4	-19.5	0.1	1.1	4.6	17.0	1.0	-12.7
O=[N+]([O-])c1cccc(-c2nnc3ccccn23)c1	3.2	-13.7	-0.4	4.5	-0.7	29.1	1.9	-1.3
Cc1cccc(Nc2nc(N)nc(CSC(=S)N3CCOCC3)n2)c1	2.0	-9.8	1.4	-33.2	-0.6	-1.5	11.0	-25.4
Fc1cccc(-c2nn[nH]n2)c1	-5.6	-0.1	-1.2	11.4	-1.8	19.4	1.9	-18.5
COC(=O)c1ccc(N2C(=O)CC(N(C)CCc3ccc(OC)c(OC)c3)C2=O)cc1 (stereo unspecified)	37.8	30.4	-1.3	13.5	-2.6	6.5	41.1*	3.2
CN(Cc1ccccc1)C(=O)COc1ccc(N(C)S(=O)(=O)c2ccc(F)cc2)cc1	16.9	3.3	-0.7	-1.0	-0.3	3.4	7.2	13.0
CCc1ccc([C@@H]2C[C@H]3CN(Cc4ccccc4OC)C(=O)[C@]34CCCN24)cc1	12.2	9.4	-0.3	3.5	2.2	-7.8	12.0	-1.9
O=C(NCC1CCCO1)c1ccccc1 (stereo unspecified)	7.5	8.4	0.1	3.8	0.1	10.1	7.3	-9.1
CCCS(=O)(=O)NCCc1cc2cc(C)c(C)cc2[nH]c1=O	2.5	-6.6	1.8	-18.1	-1.3	-10.5	-15.0	-9.5
O=S(=O)(c1cccc2nsnc12)N1CCN(c2ccccc2F)CC1	22.9	9.3	0.9	15.2	-2.5	12.4	12.0	9.4
Cn1c(SCC(=O)NC2CCCCC2)nnc1-c1ccccn1	1.2	17.1	1.3	-23.8	-1.2	-15.4	-0.1	10.3
CC(OC(=O)CCN1C(=O)C2CC=CCC2C1=O)C(=O)Nc1cccc(Cl)c1 (stereo unspecified)	14.5	-2.7	2.1	16.4	-0.7	13.8	0.0	7.7
CC(=O)c1cccc(NC(=O)CN(C2CCCCC2)S(C)(=O)=O)c1	23.5	4.1	0.7	-5.5	-2.3	-6.0	23.0	-14.9
COc1ccc(S(=O)(=O)NCCC(=O)N2CCCN(C)CC2)cc1	4.9	1.3	0.8	14.2	-6.2	-10.8	-5.0	-1.1
CC(=O)c1ccc(-c2ccc(C(=O)NCC3CCCO3)o2)cc1 (stereo unspecified)	3.9	7.2	-0.2	-3.8	-1.8	-9.5	16.5	2.5
O=C(NCc1ccco1)C1CC(c2ccccc2C(F)(F)F)=NO1 (stereo unspecified)	2.6	2.4	-1.2	5.7	-1.5	7.5	-14.2	7.2
COc1ccc(CNc2ccc(S(N)(=O)=O)cc2)c(OC)c1OC	0.8	4.7	-1.7	4.4	0.6	-5.7	-4.4	-9.1
CCCn1c(NC(=O)C23CC4CC(CC(O)(C4)C2)C3)nc2ccccc21	16.6	26.0	-1.3	-11.7	0.4	20.9	14.0	7.1
CC(=O)N1c2ccccc2C(C)(c2ccccc2)CC1(C)C (stereo unspecified)	36.4	28.2	-0.3	-13.4	-0.6	8.0	33.8	-1.4
CCn1c(N)c(C(=O)NCC2CCCO2)sc1=S (stereo unspecified)	22.3	-2.0	0.8	-22.4	-2.3	-1.4	24.9	-26.2
COc1cccc(C(NC(C)=O)c2ccc3cccnc3c2O)c1 (stereo unspecified)	43.0	-38.9	-1.4	-21.2	-1.5	81.5*	1.4	46.2
O=C(Nc1ccc(Cl)cc1)c1ccsn1	22.0	-7.0	3.8	-54.1	3.4	7.3	13.7	-75.2
O=C(Nc1ccccc1)N(C1=NCCCCS1)c1ccccc1	0.9	-10.5	-0.7	10.7	0.2	1.3	10.0	-28.1
Cc1ccn2c(=O)nc(SCC(=O)NCc3ccco3)nc2c1	15.1	0.4	-1.1	-35.1	-4.0	-18.2	5.3	6.0

Part of the list above, as labelled records.
O=C(Nc1ccccc1)N(C1=NCCCCS1)c1ccccc1
- tim23-1 inh = 0.9
- TIM10 inh = -10.5
- UPR CHOP act = -0.7
- 697 NFkB inh = 10.7
- XBP1 UPR activ = 0.2
- Mdm2 MdmX PPI = 1.3
- tim10-1 inh = 10.0
- Jurkat NFkB inh = -28.1
CCCn1c(NC(=O)C23CC4CC(CC(O)(C4)C2)C3)nc2ccccc21
- tim23-1 inh = 16.6
- TIM10 inh = 26.0
- UPR CHOP act = -1.3
- 697 NFkB inh = -11.7
- XBP1 UPR activ = 0.4
- Mdm2 MdmX PPI = 20.9
- tim10-1 inh = 14.0
- Jurkat NFkB inh = 7.1
O=C(Nc1ccc(Cl)cc1)c1ccsn1
- tim23-1 inh = 22.0
- TIM10 inh = -7.0
- UPR CHOP act = 3.8
- 697 NFkB inh = -54.1
- XBP1 UPR activ = 3.4
- Mdm2 MdmX PPI = 7.3
- tim10-1 inh = 13.7
- Jurkat NFkB inh = -75.2
O=C(NCc1ccco1)C1CC(c2ccccc2C(F)(F)F)=NO1 (stereo unspecified)
- tim23-1 inh = 2.6
- TIM10 inh = 2.4
- UPR CHOP act = -1.2
- 697 NFkB inh = 5.7
- XBP1 UPR activ = -1.5
- Mdm2 MdmX PPI = 7.5
- tim10-1 inh = -14.2
- Jurkat NFkB inh = 7.2

(cont.)
SMILES	tim23-1 inh	TIM10 inh	UPR CHOP act	697 NFkB inh	XBP1 UPR activ	Mdm2 MdmX PPI	tim10-1 inh	Jurkat NFkB inh
Cc1nc2cc(OCc3cc(C(=O)NC(C)c4cn(C)nc4C)no3)ccc2s1 (stereo unspecified)	-10.1	4.9	-0.4	-11.5	-6.7	4.7	-8.8	-10.5
COc1ccc(CNC(=O)N2CCN(c3ccc(F)cc3)CC2)cc1	11.6	-0.6	-0.1	-6.3	-3.0	-5.4	5.6	-4.1
C/C(CC(=O)Nc1ccc([N+](=O)[O-])cc1)=N\NC(=O)c1ccccc1[N+](=O)[O-]	13.6	-0.4	1.0	1.7	3.7	9.5	11.9	-7.3
COc1ccc(NC(=O)c2cccnc2Cl)c(S(=O)(=O)N2CCOCC2)c1	6.0	12.9	-0.5	-24.3	-0.9	15.7	17.8	-6.8
Cc1ccc(-c2nnn(CC(=O)N(c3ccccc3)C(C(=O)NC3CCCC3)c3ccco3)n2)o1 (stereo unspecified)	-13.7	-14.1	1.9	20.1	0.3	25.6	6.9	6.5
C[C@H](NC(=O)c1ccccc1Cl)C(=O)OCc1cn2cc(Cl)ccc2n1	-52.8	-36.0	-0.6	18.7	-0.2	11.8	-38.4	1.5
COc1ccc(S(=O)(=O)N(C)CC(=O)NCC2CCCO2)cc1OC (stereo unspecified)	8.6	-12.0	-0.7	7.9	-0.4	5.2	9.8	3.3
COc1ccc(N2CCN(C(=O)c3ccccc3NC(=O)C3=C(C)OCCS3)CC2)cc1	18.8	9.4	-2.1	4.0	-3.4	-2.3	4.2	-5.3
O=C(Cc1ccsc1)N1CCc2c([nH]c3ccccc23)C1c1ccccn1 (stereo unspecified)	3.6	16.9	-1.9	0.8	-2.5	-1.6	22.7	-3.6
CCCC(=O)Nc1ccc(C(=O)NNC(=S)NC(=O)c2ccc(Br)o2)cc1	21.9	0.9	-0.8	12.0	-3.5	17.2	23.4	-17.9
COC(=O)CCc1nc2cc(Cl)ccc2n(Cc2ccccc2)c1=O	20.2	-8.5	0.2	-4.2	6.2	0.8	3.7	6.1
COc1cc(-c2noc(C)c2/C=C/c2ccc(OC(C)=O)cc2)cc(OC)c1OC	16.2	13.4	2.8	-45.4	31.9*	84.3*	20.0	67.5*
CS(=O)(=O)N1CCCC(C(=O)NCc2ccccn2)C1 (stereo unspecified)	8.7	-8.3	0.2	21.7	-1.3	-11.4	0.2	-0.7
O=C(CSc1ccc(-c2cccnc2)nn1)Nc1ccc(Br)cc1	6.6	-2.2	2.7	-26.2	-4.4	-2.8	-3.9	0.6
Cc1ccc(OCC(=O)N(C)C2CCCCC2)c([N+](=O)[O-])n1	10.0	-0.8	-0.8	2.6	-0.7	7.6	-6.8	-8.1
S=c1[nH]c2ccc(Cc3ccc4[nH]c(=S)[nH]c4c3)cc2[nH]1	19.2	8.5	0.9	-10.5	1.1	14.4	29.7	5.3
O=C(Nc1cccc(F)c1)/C(=C\c1cccnc1)NC(=O)c1cccs1	10.6	3.7	-1.4	25.0	0.1	-17.7	3.8	-8.3
CNC(=O)[C@@H]1CCC(=O)N1	-6.6	-15.0	1.0	2.0	-4.3	17.7	4.5	-0.4
Cc1ccc(-n2nc(CN3CCOCC3)c(-c3ccccc3)c2N)cc1Cl	23.7	-8.5	-0.4	-26.1	-3.6	-9.9	15.1	-8.6
CSCCC(=O)N1C(C)CCCC1C(=O)O (stereo unspecified)	15.5	-1.9	-2.3	19.7	-3.0	-7.4	-1.7	-0.1
O=C(COc1ccc2ccccc2c1Br)NNC(=O)Nc1ccccc1	-5.5	7.5	-3.0	15.0	-1.4	13.3	8.8	-0.7
COc1cc(/C=C/C(=O)/C=C(O)/C=C/c2ccc(O)c(OC)c2)ccc1O	46.7	18.0	-1.3	-24.5	3.0	65.8*	28.5	11.8
O=C(COc1ccccc1Br)c1ccc2c(c1)OCO2	11.9	7.2	2.9	-36.9	-1.4	13.1	18.6	0.5
Cc1cc(C)c(S(=O)(=O)N2CCOCC2)cc1NS(=O)(=O)c1cc(OCC(N)=O)c(C)cc1Cl	9.4	5.2	-1.4	9.2	2.3	27.7	-12.0	3.3
CCOC(=O)Cn1c(S(=O)(=O)Cc2ccc(Cl)cc2)nc(-c2ccccc2)c1-c1ccccc1	32.9	12.0	5.1	-8.4	-3.1	48.9	20.7	4.1
CC(=O)Nc1ccc(S(=O)(=O)NCC(=O)OCC(=O)N2CCCc3ccccc32)cc1	-5.2	-4.5	-1.8	7.0	-0.6	-5.3	10.8	-0.5
COc1ccccc1/C=N/n1c(N)c(S(=O)(=O)c2cccs2)c2nc3ccccc3nc21	13.1	12.2	1.5	-6.3	0.9	7.9	24.9	-0.2
Cc1ccc(CNC(=O)CC2Sc3ccccc3NC2=O)cc1 (stereo unspecified)	-9.1	1.3	4.8	17.9	-1.5	7.4	7.5	4.8
Cn1c(=O)c2cc(S(=O)(=O)NCCC(=O)Nc3ccccc3F)ccc2n(C)c1=O	17.2	1.9	-0.8	10.7	-2.4	11.7	3.5	3.1
COc1ccc(NC(=O)CSc2nc(NS(=O)(=O)c3ccccc3)cc(=O)[nH]2)cc1	-0.4	-6.6	1.6	-59.0	0.5	13.1	11.1	5.9
